EBNA-1 inh: blocks EBNA-1 binding to DNA. EBNA-1 DNA binding, fluorescence polarization. inhibition, % at 14.8 µM. actives 0.34% (n = 300,000). AID 1950; in the data active = inhibition above about 28%
BCLXL inh: blocks human Bcl-xL binding to Bim BH3 peptide. Q07817. GST-Bcl-xL / FITC-Bim BH3 peptide fluorescence polarization. inhibition, % at 10.9 µM. actives 0.7% (n = 320,000);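 active = inhibition above the mean of all tested compounds plus 3 SD, cutoff set per campaign, cut at about 30% in these data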;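 note: 0% = DMSO wells and 100% = unlabeled Bim-BH3 peptide competitor; inhibitors lower millipolarization by displacing the labeled peptide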
Target sequence (Q07817 whole entry, looked up): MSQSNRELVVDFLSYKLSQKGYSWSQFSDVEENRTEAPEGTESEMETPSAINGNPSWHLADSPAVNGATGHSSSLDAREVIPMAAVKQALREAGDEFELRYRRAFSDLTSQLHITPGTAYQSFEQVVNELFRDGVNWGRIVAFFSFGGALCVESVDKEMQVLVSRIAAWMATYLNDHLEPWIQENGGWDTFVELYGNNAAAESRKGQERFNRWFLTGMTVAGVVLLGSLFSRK
Fam108B counter: blocks mouse Fam108B hydrolase in RBBP9 counter-screen; recombinant Fam108B, FP-Rh probe fluorescence polarization; inhibition, % at 9.51 µM; actives 0.33% (n = 300,000);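 active = inhibition above the screen mean inhibition plus 3 SD, computed separately per campaign, cut at about 18% in these data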;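 note: inhibitors lower polarization as less probe binds the enzyme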
MEX-5 binding: C. elegans MEX-5 TCR-2 RNA binding activity | actives 0.38% (n = 300,000) | Q9XUB2 | activity score (negative = inhibition of binding), % at 10 µM | MEX-5/FITC-TCR2 RNA binding, fluorescence polarization; hits give low values | AID 1832;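 active = inhibition past about -25% in most replicates, and total fluorescence under double the plate's negative control median, limit read from the data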;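 note: 0% = DMSO and -100% = 5 µM competing unlabeled TCR2 RNA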
GLD-1 TGE inh: GLD-1-TGE RNA interaction inhibition (C. elegans); Q17339; purified GLD-1 + fluorescein TGE RNA, fluorescence polarization; inhibition, % at 5.96 µM; actives 0.44% (n = 320,000);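 active = percent inhibition above a per-plate cutoff, the plate mean of test compounds plus 3 SD, cut at about 30% in these data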;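 note: 0% = DMSO wells with GLD-1 and probe and 100% = wells lacking GLD-1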
ZTA counter: counter-screen for EBNA-1 inhibitors: inhibitors of Epstein-Barr virus ZTA; actives 0.15% (n = 320,000); inhibition, % at 11 µM; AID 2234; P03206; ZTA-DNA binding, fluorescence polarization; in the data active = inhibition above about 33%
Target sequence (P03206 whole entry, looked up): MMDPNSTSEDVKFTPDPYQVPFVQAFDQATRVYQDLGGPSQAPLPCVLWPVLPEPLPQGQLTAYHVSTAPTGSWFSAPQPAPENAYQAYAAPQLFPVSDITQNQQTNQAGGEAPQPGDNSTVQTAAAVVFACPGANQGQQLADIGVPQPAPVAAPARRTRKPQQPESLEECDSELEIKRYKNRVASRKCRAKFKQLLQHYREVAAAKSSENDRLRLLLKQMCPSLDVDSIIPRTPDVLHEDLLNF
Efflux pump inh: inhibitors of Candida antifungal efflux pumps expressed in yeast; S. cerevisiae Candida pump triplex, Nile Red efflux; inhibition, % at 10 µM; actives 0.44% (n = 330,000); AID 485275;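 active = plate passing quality check with inhibition over a set limit, or well fluorescence over plate mean plus 4 SD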;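 note: Nile Red retained in pooled yeast measured as flow cytometry median fluorescence; 0% = buffer negative control and 100% = Enniatin B positive control; higher means more Nile Red kept so more efflux inhibition; some compounds called inactive have numbers as strong as hits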
CR mimetic SO: lowers age-related superoxide in aged yeast cells; S. cerevisiae aged cells, superoxide DHE fluorescence; hits give low values; superoxide response (% of plate mean), % at 10 µM; actives 0.18% (n = 330,000);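 active = superoxide response under a set limit, about three screen SD below normal, cut at about 65% in these data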;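 note: yeast aged for seven days with compound at 30 °C before DHE staining; 100% = average MFI of all compound-treated wells on the plate with controls excluded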
MCL1 BIM primary: MCL1-BIM-BH3 interaction inhibition (human); Q07820; GST-MCL1 / FITC-Bim-BH3 fluorescence polarization; inhibition, % at 10.9 µM; actives 0.68% (n = 320,000); AID 2057;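 active = inhibition above the mean inhibition of all tested compounds plus 3 SD, set per campaign, cut at about 40% in these data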;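 note: 0% = DMSO wells and 100% = unlabeled Bim-BH3 peptide control; higher means more loss of mP so more displacement of Bim peptide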
Target sequence (Q07820 whole entry, looked up): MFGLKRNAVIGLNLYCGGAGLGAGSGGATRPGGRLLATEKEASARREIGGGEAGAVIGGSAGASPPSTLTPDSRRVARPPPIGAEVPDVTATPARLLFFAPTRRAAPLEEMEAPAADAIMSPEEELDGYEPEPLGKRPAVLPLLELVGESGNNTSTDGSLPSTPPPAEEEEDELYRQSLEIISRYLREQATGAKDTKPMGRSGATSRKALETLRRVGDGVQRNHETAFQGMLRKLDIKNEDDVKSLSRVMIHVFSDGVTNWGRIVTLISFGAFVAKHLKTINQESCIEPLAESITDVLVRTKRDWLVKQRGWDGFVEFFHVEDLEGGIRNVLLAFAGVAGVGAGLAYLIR
Numbers without * were called inactive.

`COc1ccc(NC(=O)CCc2c(C)nc3nc(C)nn3c2C)cc1` gave EBNA-1 inh -2, BCLXL inh 3, Fam108B counter 2, MEX-5 binding 0.8, GLD-1 TGE inh -3, ZTA counter -12, Efflux pump inh 0.0, CR mimetic SO 107 and MCL1 BIM primary 2.
Screening CN(C)S(=O)(=O)c1cccc(C(=O)Nc2ccc3c(c2)CCC3)c1 returned EBNA-1 inh -13, BCLXL inh -1, Fam108B counter 0, MEX-5 binding -0.1, GLD-1 TGE inh 6, ZTA counter 3, Efflux pump inh 0.0, CR mimetic SO 97 and MCL1 BIM primary -14.
Screening COc1ccc(N2CC(NC(=O)N3CCc4ccccc43)CC2=O)cc1OC (stereo not given) returned EBNA-1 inh -7, BCLXL inh 3, Fam108B counter -5, MEX-5 binding -2.7, GLD-1 TGE inh 1, ZTA counter -2, Efflux pump inh -0.2, CR mimetic SO 101 and MCL1 BIM primary 1.
O=S(=O)(NCCN1CCCC1)c1ccc(Cl)cc1 was read as EBNA-1 inh -17, BCLXL inh -6, Fam108B counter 3, MEX-5 binding 0.7, GLD-1 TGE inh 1, ZTA counter -2, Efflux pump inh 0.1, CR mimetic SO 103 and MCL1 BIM primary -5.
COC(=O)c1cc(Br)c(=O)n(-c2cccc(F)c2)c1 was read as EBNA-1 inh 8, BCLXL inh 2, Fam108B counter 1, MEX-5 binding -4.7, GLD-1 TGE inh 4, ZTA counter -6, Efflux pump inh 0.1, CR mimetic SO 102 and MCL1 BIM primary 12.
Screening Cc1cccc(NC(=O)CN2CCSc3ccccc32)c1 returned EBNA-1 inh 12, BCLXL inh 0, Fam108B counter 5, MEX-5 binding -0.5, GLD-1 TGE inh -4, ZTA counter 5, Efflux pump inh 0.0, CR mimetic SO 107 and MCL1 BIM primary -2.
Screening CN(C1CCS(=O)(=O)C1)S(=O)(=O)c1ccc2ccccc2c1 (stereo not given) returned EBNA-1 inh -1, BCLXL inh -2, Fam108B counter 1, MEX-5 binding -2.4, GLD-1 TGE inh -1, ZTA counter -5, Efflux pump inh -0.3, CR mimetic SO 91 and MCL1 BIM primary 0.
Screening O=C1CCC(C(=O)N(CCO)Cc2ccccc2)CN1CCCN1CCOCC1 (stereo not given) returned EBNA-1 inh -4, BCLXL inh 1, Fam108B counter 0, MEX-5 binding -1.1, GLD-1 TGE inh 4, ZTA counter 2, Efflux pump inh 0.0, CR mimetic SO 114 and MCL1 BIM primary 7.
`Cc1ccc2c(c1)[C@@H]1CN(C)CC[C@@H]1N2S(=O)(=O)c1ccc(F)cc1` gave EBNA-1 inh 13, BCLXL inh 7, Fam108B counter 0, MEX-5 binding -3.1, GLD-1 TGE inh 3, ZTA counter 10, Efflux pump inh -0.1, CR mimetic SO 108 and MCL1 BIM primary 6.
For COCC(=O)N(Cc1cc2ccc(C)cc2[nH]c1=O)c1ccccc1C the results were EBNA-1 inh -3, BCLXL inh 2, Fam108B counter 2, MEX-5 binding -1.1, GLD-1 TGE inh 9, ZTA counter -7, Efflux pump inh -0.2, CR mimetic SO 101 and MCL1 BIM primary 15.
Screening CC(=O)c1c(C)[nH]c(=S)c(C#N)c1-c1ccc(Cl)cc1 returned EBNA-1 inh -1, BCLXL inh 12, Fam108B counter 0, MEX-5 binding 1.4, GLD-1 TGE inh 7, ZTA counter 2, Efflux pump inh 0.0, CR mimetic SO 97 and MCL1 BIM primary 0.
Screening COc1ccccc1CN1CC(C(=O)N(C)Cc2nc(C)cs2)CCC1=O (stereo not given) returned EBNA-1 inh -6, BCLXL inh 5, Fam108B counter -3, MEX-5 binding -1.3, GLD-1 TGE inh 0, ZTA counter -10, Efflux pump inh 0.1, CR mimetic SO 100 and MCL1 BIM primary 10.
CN1CCc2ccccc2C1Cc1ccccc1NC(=O)c1sc2ccccc2c1Cl (stereo not given) was read as EBNA-1 inh 6, BCLXL inh 3, Fam108B counter -5, MEX-5 binding 0.1, GLD-1 TGE inh 2, ZTA counter 2, Efflux pump inh -0.2, CR mimetic SO 127 and MCL1 BIM primary 7.
`O=c1ccn(-c2cccc(C(F)(F)F)c2)nc1-c1ccn(-c2cccc(Cl)c2)n1` gave EBNA-1 inh -4, BCLXL inh 4, Fam108B counter 6, MEX-5 binding 1.7, GLD-1 TGE inh 4, ZTA counter 12, Efflux pump inh -0.2, CR mimetic SO 104 and MCL1 BIM primary 3.
Screening CCOC(=O)N1CCN(c2c(NCCCN3CCCC(C)C3)c(=O)c2=O)CC1 (stereo not given) returned EBNA-1 inh 9, BCLXL inh 3, Fam108B counter 2, MEX-5 binding 7.2, GLD-1 TGE inh 4, ZTA counter 6, Efflux pump inh -0.1, CR mimetic SO 93 and MCL1 BIM primary -2.
For Oc1cccc2cnccc12 the results were EBNA-1 inh 6, BCLXL inh 4, Fam108B counter 1, MEX-5 binding 3.2, GLD-1 TGE inh 2, ZTA counter -12, Efflux pump inh 0.0, CR mimetic SO 100 and MCL1 BIM primary 9.
For O=C(c1ccc(F)cc1)N1CCOC(c2nc(-c3ccc(F)cc3)no2)C1 (stereo not given) the results were EBNA-1 inh 10, BCLXL inh 6, Fam108B counter 1, GLD-1 TGE inh 3, ZTA counter -6, Efflux pump inh 0.0, CR mimetic SO 91 and MCL1 BIM primary 10.
Screening CCOC(=O)c1sc(Nc2cccc(C)c2C)nc1C returned EBNA-1 inh 6, BCLXL inh 1, Fam108B counter -1, MEX-5 binding 2.5, GLD-1 TGE inh 4, ZTA counter 3, Efflux pump inh -0.5, CR mimetic SO 101 and MCL1 BIM primary 2.
COC(=O)c1cccc(C(=O)N2CCCC(Nc3ccc(C)c(C)c3)C2)c1 (stereo not given) was read as EBNA-1 inh 3, BCLXL inh 9, Fam108B counter 0, MEX-5 binding 3.1, GLD-1 TGE inh -2, ZTA counter -6, Efflux pump inh 0.0, CR mimetic SO 80 and MCL1 BIM primary 4.
Screening Nc1cccnc1S(=O)(=O)c1cccc(C(F)(F)F)c1 returned EBNA-1 inh 4, BCLXL inh 8, Fam108B counter -2, MEX-5 binding -2.6, GLD-1 TGE inh 1, ZTA counter 4, Efflux pump inh 0.0, CR mimetic SO 111 and MCL1 BIM primary 2.
COc1n[nH]c(C(=O)NCc2ccccc2)c1[N+](=O)[O-] was read as EBNA-1 inh 7, BCLXL inh 8, Fam108B counter -3, MEX-5 binding -0.3, GLD-1 TGE inh 0, ZTA counter 1, Efflux pump inh -0.1, CR mimetic SO 103 and MCL1 BIM primary -3.
Screening CC(C)(C)NS(=O)(=O)c1ccc(Oc2ncc(C(F)(F)F)cc2Cl)cc1 returned EBNA-1 inh -2, BCLXL inh 5, Fam108B counter 3, MEX-5 binding 0.9, GLD-1 TGE inh 2, ZTA counter -13, Efflux pump inh 0.0, CR mimetic SO 111 and MCL1 BIM primary 6.
Screening O=[N+]([O-])c1ccc2c(c1)nc1n2CCN(c2ccccc2)C1 returned EBNA-1 inh -3, BCLXL inh -2, Fam108B counter -4, MEX-5 binding 1.1, GLD-1 TGE inh 2, ZTA counter 16, Efflux pump inh 0.0, CR mimetic SO 98 and MCL1 BIM primary -7.
Screening CCn1cc(C(=O)N2CCCCC2)c(=O)c2cc(S(=O)(=O)N3CCC(C)CC3)ccc21 returned EBNA-1 inh 4, BCLXL inh 7, Fam108B counter 1, MEX-5 binding -2.1, GLD-1 TGE inh 1, ZTA counter -5, Efflux pump inh -0.1, CR mimetic SO 97 and MCL1 BIM primary 4.
Screening CC(C)CN(C(=O)CN1CCN(c2ccccc2F)CC1)c1c(N)n(CC(C)C)c(=O)[nH]c1=O returned EBNA-1 inh -3, BCLXL inh 0, Fam108B counter -4, MEX-5 binding 1.0, GLD-1 TGE inh 5, ZTA counter -5, Efflux pump inh 0.1, CR mimetic SO 83 and MCL1 BIM primary 0.
`Cc1c(C(=O)NCC(c2ccco2)N2CCCC2)oc2ccc(Cl)cc12` (stereo not given) gave EBNA-1 inh -1, BCLXL inh -3, Fam108B counter 0, MEX-5 binding -0.7, GLD-1 TGE inh 1, ZTA counter -13, Efflux pump inh 0.0, CR mimetic SO 84 and MCL1 BIM primary -3.
For O=S(=O)(c1ccc(Br)s1)N1CCCCC1 the results were EBNA-1 inh 8, BCLXL inh -1, Fam108B counter 0, MEX-5 binding 1.0, GLD-1 TGE inh 4, ZTA counter 4, Efflux pump inh 0.0, CR mimetic SO 75 and MCL1 BIM primary -3.
CCC1(c2ccc(F)cc2)NC(=O)N(CC(=O)Nc2ccc(C)c(S(=O)(=O)N3CCOCC3)c2)C1=O (stereo not given) was read as EBNA-1 inh 2, BCLXL inh 5, Fam108B counter 2, MEX-5 binding 1.4, GLD-1 TGE inh 6, ZTA counter 14, Efflux pump inh -0.1, CR mimetic SO 102 and MCL1 BIM primary 6.
CCC(NC(=O)COc1cc2c(c3oc(=O)c(C)c(C)c13)CCC(C)(C)O2)C(=O)O (stereo not given) was read as EBNA-1 inh -6, BCLXL inh 8, Fam108B counter -4, MEX-5 binding 3.3, GLD-1 TGE inh -3, ZTA counter -2, Efflux pump inh -0.2, CR mimetic SO 94 and MCL1 BIM primary 1.
`Cc1cc(-c2ccccc2)nc(N(C)NC(=O)c2c(F)cccc2F)c1S(C)(=O)=O` gave EBNA-1 inh -10, BCLXL inh -2, Fam108B counter -3, MEX-5 binding 0.3, GLD-1 TGE inh 2, ZTA counter 4, Efflux pump inh 0.0, CR mimetic SO 96 and MCL1 BIM primary -4.
For O=C(OCCOc1ccc(Br)cc1)c1ccc(Cl)nc1 the results were EBNA-1 inh -5, BCLXL inh 0, Fam108B counter 2, MEX-5 binding 0.4, GLD-1 TGE inh 2, ZTA counter -1, Efflux pump inh 0.0, CR mimetic SO 93 and MCL1 BIM primary 1.
`Cc1cc(C)n(-c2cc(C(C)(C)C)nc3c(-c4ccccc4)cnn23)n1` gave EBNA-1 inh -7, BCLXL inh 5, Fam108B counter -4, GLD-1 TGE inh 3, ZTA counter -5, Efflux pump inh 0.0, CR mimetic SO 118 and MCL1 BIM primary 4.

Retrieved one by one from the entries so far, three records:
Screening CC(C)CN(C(=O)CN1CCN(c2ccccc2F)CC1)c1c(N)n(CC(C)C)c(=O)[nH]c1=O returned EBNA-1 inh -3, BCLXL inh 0, Fam108B counter -4, MEX-5 binding 1.0, GLD-1 TGE inh 5, ZTA counter -5, Efflux pump inh 0.1, CR mimetic SO 83 and MCL1 BIM primary 0.
`Cc1c(C(=O)NCC(c2ccco2)N2CCCC2)oc2ccc(Cl)cc12` (stereo not given) gave EBNA-1 inh -1, BCLXL inh -3, Fam108B counter 0, MEX-5 binding -0.7, GLD-1 TGE inh 1, ZTA counter -13, Efflux pump inh 0.0, CR mimetic SO 84 and MCL1 BIM primary -3.
CCC(NC(=O)COc1cc2c(c3oc(=O)c(C)c(C)c13)CCC(C)(C)O2)C(=O)O (stereo not given) was read as EBNA-1 inh -6, BCLXL inh 8, Fam108B counter -4, MEX-5 binding 3.3, GLD-1 TGE inh -3, ZTA counter -2, Efflux pump inh -0.2, CR mimetic SO 94 and MCL1 BIM primary 1.

High-throughput results deposited in PubChem BioAssay by several laboratories.
